MRP-1 activ: H69AR viability gain despite doxorubicin, primary screen, MRP-1 activator project, H69AR cells, CellTiter-Glo; actives 0.61% (n = 140,000); viability increase, % at 10 µM; viability rescue;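 active means viability gain under doxorubicin at or above a set limit, the compound median plus 3 SD, cut at about 4.7% in these data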;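 further: MRP-1 overexpressing cells given doxorubicin 25 µM after compound pretreatment; 18-22 h compound pretreatment then 72 h with doxorubicin before readout; 0% = doxorubicin-only wells and 100% = vehicle-treated cells without doxorubicin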
bCat KO growth: primary screen for growth suppressors in beta-catenin knockout HCT116 cells (colon tumor, human); viability, % at 10 µM; AID 818, 2007; HCT116 beta-catenin knockout viability, CellTiter-Glo, 60 h; hits give low values; actives 1.5% (n = 140,000);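 active means viability at or under a set limit, the compound median less 4 SD, cut at about 6% in these data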;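 further: 0% = Hyamine 1622 control at 20 µM and 100% = untreated cell control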
Yeast lifespan up: compounds extending yeast replicative lifespan, primary screen, S. cerevisiae, OD615. S. cerevisiae growth with nicotinamide; deaD strain in restrictive glucose medium. inhibition of the nicotinamide effect, % at 10 µM. actives 0.68% (n = 130,000). AID 775, 2007;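 active means inhibition above a set limit, placed 3 SD over the median of all compounds, cut at about 26% in these data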;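 further: 0% = nicotinamide-treated wells and 100% = cells grown without nicotinamide; some compounds called inactive have numbers as strong as hits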
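System: DeaD-strain S. cerevisiae / Buffer or medium: CSMM-D, restrictive glucose (dextrose) synthetic minimal medium / Probe or stimulus: nicotinamide, 1.5 mM, co-present with compound / Compound: one concentration, 10 µM, DMSO 0.25% / Incubation: 48 h compound exposure at 30 °C, humidified / Technique: optical density (absorbance) at 615 nm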
HCT116 PTEN-null: growth suppression of PTEN-null HCT116, primary screen, cell-based, CellTiter-Glo. viability, % at 10 µM. actives 1.2% (n = 140,000). HCT116 PTEN-null viability, 60 h; hits give low values;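 active means viability at or below a set limit, 4 SD under the median of all tested compounds, cut at about 3.7% in these data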;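 further: PTEN knockout HCT116 line with beta catenin targeted HCT116 as companion control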
E-sel TNF inh: E-selectin induction blockers in HUVEC – imaging, immunofluorescence, high content, primary screen. HUVEC TNFa-induced E-selectin immunofluorescence. actives 0.71% (n = 120,000). inhibition, % at 2 µM;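 active means inhibition above the batch mean plus 3 SD, and confirmed as a hit on visual image review, cut at about 43% in these data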;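 further: 0% = TNF-stimulated DMSO wells and 100% = unstimulated control wells; not every result past the cut was called active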
Yeast growth inh: growth inhibitors of yeast BB579 in restrictive medium, primary screen, yeast lifespan-shortening project, S. cerevisiae | inhibition, % at 10 µM | actives 0.51% (n = 140,000) | OD615, 48 h;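 active means inhibition above a set limit, 3 SD over the mean compound inhibition, cut at about 44% in these data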; further: inactives centre near -24
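Assay system: S. cerevisiae DeaD strain BB579 yeast. Medium: CSMM-D restrictive synthetic medium containing dextrose (glucose). Times: 4 h cell preincubation, 48 h compound exposure, 30 °C humidified. Signal: OD615 turbidity measurement. Benchmarks: positive control amphotericin B 10 µg/mL.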
NPY Y2 blocker: NPY-Y2 receptor antagonists, primary screen, cell-based. NPY-Y2 expressing cells, antagonist mode. actives 0.99% (n = 140,000). inhibition, % at 2.7 µM. Neuropeptide Y receptor type 2 (Homo sapiens), P49146; in the data active means inhibition above about 17%;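 further: 0% = vehicle with agonist challenge and 100% = reference antagonist with challenge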
GALR2 blocker: GALR2 antagonists in receptor-expressing cells, primary screen; Galanin receptor type 2 (Homo sapiens), O43603; antagonist mode; inhibition, % at 4 µM; actives 0.39% (n = 140,000); AID 828, 2007; in the data active means inhibition above about 27%;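 further: cells stimulated with galanin 1-16 at roughly its EC80; 0% = agonist challenge control and 100% = basal control without agonist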
Target sequence (O43603 whole entry, looked up): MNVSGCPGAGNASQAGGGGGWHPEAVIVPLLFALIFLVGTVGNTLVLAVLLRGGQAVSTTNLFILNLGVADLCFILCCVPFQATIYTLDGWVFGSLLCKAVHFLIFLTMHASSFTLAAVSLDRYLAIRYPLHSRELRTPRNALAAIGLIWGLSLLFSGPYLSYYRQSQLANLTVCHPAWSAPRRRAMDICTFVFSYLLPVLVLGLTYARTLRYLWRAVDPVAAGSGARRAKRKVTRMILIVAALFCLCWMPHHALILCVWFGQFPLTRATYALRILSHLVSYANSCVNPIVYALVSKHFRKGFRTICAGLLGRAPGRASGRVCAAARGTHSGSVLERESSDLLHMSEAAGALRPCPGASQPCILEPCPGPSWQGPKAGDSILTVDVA
Measles CPE: compounds protecting cells from measles virus cytopathic effect, primary screen, measles RdRp inhibitor project, single point, MLSMR library, absorbance; Measles virus-infected cells, CPE protection; actives 1.5% (n = 140,000); protection (pct of control), % at 4 µM; AID 841, 2007; in the data active means protection mostly above about 24%, no sharp cut-off; inactive means mostly below about 26%; further: some compounds called inactive have numbers as strong as hits
* marks the source's active call; other numbers are inactive results; x = no result given.

compound	MRP-1 activ	bCat KO growth	Yeast lifespan up	HCT116 PTEN-null	E-sel TNF inh	Yeast growth inh	NPY Y2 blocker	GALR2 blocker	Measles CPE
CC(C)Cc1ccc(C(C)C(=O)O)cc1 (stereo unspecified)	-1.1	102.0	14.0	94.2	x	-18.4	2.7	3.0	6.2
CC1=NN(c2ccccc2)C(=O)C1	0.2	102.8	3.7	105.9	x	-33.8	2.0	-0.7	3.6
COc1ccc(CN(CCN(C)C)c2ccccn2)cc1	-1.9	96.6	7.0	92.4	x	-35.7	6.0	6.8	26.3
CCOc1ccc(S(=O)(=O)N2CCCCCC2)c2ccccc12	-0.8	67.2	-9.7	60.9	4.0	-38.8	8.3	5.1	3.2
COc1ccccc1OCC(O)COC(N)=O (stereo unspecified)	-0.9	100.1	6.8	95.9	x	-55.9	-1.5	13.0	38.2
CN(C)CCCN1c2ccccc2Sc2ccccc21	-1.9	64.1	4.0	54.3	x	-13.2	2.7	5.6	3.8
NS(=O)(=O)c1cc2c(cc1C(F)(F)F)NC(Cc1ccccc1)NS2(=O)=O (stereo unspecified)	0.2	93.2	2.6	98.2	x	-25.0	1.6	0.5	9.3
Cc1nnc(NS(=O)(=O)c2ccc(N)cc2)s1	0.8	97.4	12.1	100.8	x	-43.5	-1.1	7.3	25.7

Sorted by the number under Yeast lifespan up (low to high): some entries from above
SMILES | Yeast lifespan up
CCOc1ccc(S(=O)(=O)N2CCCCCC2)c2ccccc12 | -9.7
CC1=NN(c2ccccc2)C(=O)C1 | 3.7
CN(C)CCCN1c2ccccc2Sc2ccccc21 | 4.0
COc1ccccc1OCC(O)COC(N)=O (stereo unspecified) | 6.8
CC(C)Cc1ccc(C(C)C(=O)O)cc1 (stereo unspecified) | 14.0

Three compounds drawn at random from the list so far:
compound	MRP-1 activ	bCat KO growth	Yeast lifespan up	HCT116 PTEN-null	E-sel TNF inh	Yeast growth inh	NPY Y2 blocker	GALR2 blocker	Measles CPE
Cc1nnc(NS(=O)(=O)c2ccc(N)cc2)s1	0.8	97.4	12.1	100.8	x	-43.5	-1.1	7.3	25.7
CC1=NN(c2ccccc2)C(=O)C1	0.2	102.8	3.7	105.9	x	-33.8	2.0	-0.7	3.6
CC(C)Cc1ccc(C(C)C(=O)O)cc1 (stereo unspecified)	-1.1	102.0	14.0	94.2	x	-18.4	2.7	3.0	6.2

Later entries
compound	MRP-1 activ	bCat KO growth	Yeast lifespan up	HCT116 PTEN-null	E-sel TNF inh	Yeast growth inh	NPY Y2 blocker	GALR2 blocker	Measles CPE
CC(=O)[C@H]1CC[C@H]2[C@@H]3C[C@H](C)C4=CC(=O)CC[C@]4(C)[C@H]3[C@@H](O)C[C@]12C	1.8	89.8	9.8	83.8	x	-30.6	3.1	2.0	19.5
c1ccc2c(CC3=NCCN3)cccc2c1	-1.1	91.4	1.1	102.4	-8.9	-3.9	0.1	4.7	8.7
C[C@]12CC[C@H]3[C@@H](CCC4=CC(=O)CC[C@@]43C)[C@@H]1CC[C@@H]2C(=O)CO	-0.2	94.5	20.6	95.3	-21.3	-7.3	0.1	-7.0	1.1
Nc1cc(-c2ccncc2)c[nH]c1=O	-2.1	92.8	3.5	96.2	x	10.0	0.4	-3.8	28.2

Profiles, quoted from the list. Screens in order: MRP-1 activ | bCat KO growth | Yeast lifespan up | HCT116 PTEN-null | E-sel TNF inh | Yeast growth inh | NPY Y2 blocker | GALR2 blocker | Measles CPE
`c1ccc2c(CC3=NCCN3)cccc2c1` reads -1.1 | 91.4 | 1.1 | 102.4 | -8.9 | -3.9 | 0.1 | 4.7 | 8.7
`CC(=O)[C@H]1CC[C@H]2[C@@H]3C[C@H](C)C4=CC(=O)CC[C@]4(C)[C@H]3[C@@H](O)C[C@]12C` reads 1.8 | 89.8 | 9.8 | 83.8 | x | -30.6 | 3.1 | 2.0 | 19.5

Source: PubChem (several laboratories)

The list is partial; count on the stated rates, not on these rows.
